Screening results: PubChem BioAssay, Sanford-Burnham Center for Chemical Genomics
Mdm2-MdmX inh: inhibitors of human Mdm2/MdmX interaction. O15151+Q00987. SaOS-2 split-luciferase Mdm2/MdmX complementation, luminescence. inhibition, % at 8 µM. actives 3% (n = 330,000). AID 485346;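 active means inhibition of at least 50% at 8 µM in the primary screen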
XBP1 UPR activ: adaptive UPR (XBP1) activation | CHO-XBP1 luciferase reporter, IRE1-XBP1 UPR activation, luminescence; percent of tunicamycin response, DMSO as zero | activation, % at 20 µM | actives 0.33% (n = 330,000) | AID 463104;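 active means versus positive control, 20 µM dose yields 30% or more activation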;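 further: 100% = tunicamycin at 10 µg/mL and 0% = DMSO only wells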
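Material: CHO-XBP1 cells stably carrying IRE1-XBP1-driven luciferase reporter | Medium: F12 with 10% serum | Compound dosing: 20 µM single concentration, DMSO 1% | Incubation: Overnight seeding at 37 °C, 6 h compound treatment at 37 °C | Detection: Steady-Glo luminescence read | Read-out basis: % activation of reporter signal versus tunicamycin and DMSO controls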
CXCR6 block: blocks human CXCR6 beta-arrestin recruitment; AID 602244; O00574; CHO-K1 PathHunter CXCR6 beta-arrestin, luminescence; inhibition, % at 20 µM; actives 0.36% (n = 360,000); in the data active means inhibition above about 34%, passing the limit was not always enough;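 further: antagonist mode with CXCL16 agonist at 10 nM final; 0% = 10 nM CXCL16 with DMSO and 100% = unstimulated wells without agonist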
Target sequence (O00574 whole entry, looked up): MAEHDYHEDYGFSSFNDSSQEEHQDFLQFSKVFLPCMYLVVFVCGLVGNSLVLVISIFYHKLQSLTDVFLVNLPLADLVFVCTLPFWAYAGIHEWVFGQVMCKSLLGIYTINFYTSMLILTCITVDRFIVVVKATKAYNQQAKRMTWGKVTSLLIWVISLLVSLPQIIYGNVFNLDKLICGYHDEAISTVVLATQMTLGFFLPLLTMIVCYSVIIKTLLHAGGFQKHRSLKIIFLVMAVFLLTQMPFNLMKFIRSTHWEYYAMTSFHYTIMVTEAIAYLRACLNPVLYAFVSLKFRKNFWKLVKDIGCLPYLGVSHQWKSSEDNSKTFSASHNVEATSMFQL
APJ antag: APJ receptor antagonism; CHO-K1 APJ beta-arrestin complementation, luminescence; inhibition, % at 20 µM; actives 0.32% (n = 330,000);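 active means inhibition above about 40% at 20 µM, limit read from the data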;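 further: cells challenged with 10 nM apelin-13 agonist together with compound; plate controls were apelin-13 plus DMSO wells for no effect and DMSO wells lacking apelin-13 for full effect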
Target sequence (P35414 whole entry, looked up): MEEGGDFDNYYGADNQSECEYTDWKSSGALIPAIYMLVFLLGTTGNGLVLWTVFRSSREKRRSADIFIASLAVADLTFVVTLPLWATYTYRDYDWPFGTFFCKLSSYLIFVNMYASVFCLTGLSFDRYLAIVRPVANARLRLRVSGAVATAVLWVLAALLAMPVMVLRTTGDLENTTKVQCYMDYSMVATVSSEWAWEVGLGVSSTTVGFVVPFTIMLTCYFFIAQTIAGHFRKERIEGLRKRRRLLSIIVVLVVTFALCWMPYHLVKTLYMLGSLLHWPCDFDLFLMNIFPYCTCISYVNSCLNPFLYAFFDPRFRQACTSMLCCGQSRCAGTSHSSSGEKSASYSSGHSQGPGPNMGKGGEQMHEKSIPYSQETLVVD
APJ ag: APJ receptor agonism. activation, % at 20 µM. CHO-K1 APJ PathHunter beta-arrestin, luminescence; 0% DMSO wells, 100% apelin. P35414. AID 2520. actives 0.11% (n = 330,000);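 active means activation more than six SD over the plate average, tested at 20 µM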;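 further: 0% = DMSO alone and 100% = apelin-13 at 10 nM; some results filed as inactive read as strong as hits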
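Assay system – PathHunter CHO-K1 APJ (AGTRL-1) beta-arrestin reporter cells · Compound – one dose, 20 µM compound, 1% DMSO · Timing – compound 90 min 25 °C, reagent 1 h · Measured by – luminescence from split beta-galactosidase complementation, Galacton Star/Emerald II substrate · Measure – beta-arrestin recruitment to APJ as agonist activity, luminescent signal · Benchmarks – DMSO vs Apelin-13 10 nM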
tim23-1 inh: tim23-1 yeast growth inhibition | S. cerevisiae tim23-1 growth, BacTiter-Glo luminescence, 24 h | inhibition, % at 20 µM | actives 1.3% (n = 330,000);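 active means growth inhibition of the mutant yeast at or above 50%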;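 further: temperature-sensitive mutant grown at 25 °C; plate controls were DMSO-treated mutant yeast for no effect and medium wells lacking yeast for full effect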
CCR6 antagonist: CCR6 (human) receptor antagonism. P51684. CHO-K1 CCR6 PathHunter beta-arrestin, luminescence, CCL20-stimulated. inhibition, % at 20 µM. actives 0.49% (n = 340,000);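 active means compounds whose inhibition of the agonist-driven luminescence signal at 20 µM reaches about 50%, limit read from the data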;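 further: cells stimulated with CCL20 at 14 nM final; plate controls were DMSO with CCL20 for no effect and DMSO without agonist for full effect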
CHOP UPR activ: activators of apoptotic arm of unfolded protein response (CHOP); AID 449763; activation, % at 10 µM; actives 0.34% (n = 330,000); CHO-CHOP luciferase reporter, UPR activation, luminescence; percent of tunicamycin response over DMSO baseline;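 active means at 10 µM dose, activation of 40% or more, normalized to positive control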;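 further: 100% = tunicamycin at 10 µg/mL and 0% = DMSO alone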
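Test system: CHO-CHOP cells, stable luciferase reporter of PERK-eIF2a-CHOP signalling | Quantity: 500 CHO-CHOP cells per well | Buffer or medium: F12 plus 10% serum | Compound dosing: 10 µM single point, 0.5% DMSO | Schedule: 6 h compound treatment, 37 °C | Signal: Luciferase luminescence | Control set: Tunicamycin high control, DMSO low control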
EBI2 antag: antagonists of human EBI2 receptor; P32249; EBI2 beta-arrestin recruitment, luminescence, 7a,25-OHC stimulated; inhibition, % at 5 µM; actives 0.81% (n = 360,000); in the data active means inhibition above about 38%;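 further: enzyme fragment complementation signal reports receptor beta-arrestin coupling in cells; 0% = agonist plus DMSO wells and 100% = wells without agonist; some results beyond the cut were filed as inactive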
Target sequence (P32249 whole entry, looked up, the tested form may be a part): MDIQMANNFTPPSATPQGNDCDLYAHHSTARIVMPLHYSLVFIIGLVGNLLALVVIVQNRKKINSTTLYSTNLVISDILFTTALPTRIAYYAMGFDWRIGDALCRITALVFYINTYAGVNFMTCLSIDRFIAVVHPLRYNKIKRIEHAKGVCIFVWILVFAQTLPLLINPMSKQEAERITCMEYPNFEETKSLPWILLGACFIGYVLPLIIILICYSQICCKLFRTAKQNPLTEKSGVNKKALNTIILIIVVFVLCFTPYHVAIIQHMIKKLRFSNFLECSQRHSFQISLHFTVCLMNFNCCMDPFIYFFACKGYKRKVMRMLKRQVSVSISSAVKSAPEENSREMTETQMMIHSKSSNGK
The depositor's hits bear a star; x = no result given. This is a subset; the hit share may differ from the screen's.

entry	molecule	Mdm2-MdmX inh	XBP1 UPR activ	CXCR6 block	APJ antag	APJ ag	tim23-1 inh	CCR6 antagonist	CHOP UPR activ	EBI2 antag
1	COc1ccc(N(CC(=O)Nc2ccc(F)cc2F)S(=O)(=O)c2c(C)nn(C)c2C)cc1	25	-7	-3	27	1	-2	13	0.1	3
2	O=S(=O)(Oc1ccc(C(=S)N2CCOCC2)cc1)c1ccc(Cl)cc1	-6	-6	3	2	-5	29	11	2.6	4
3	Cn1nc(C(=O)N2CCN(S(=O)(=O)c3ccc(Cl)cc3)CC2)c2ccccc2c1=O	21	-2	-4	6	-1	6	14	0.3	-6
4	CCc1ccc(NC(=O)c2ccc3c(c2)C(=O)N(CCOC)C3Nc2ccc(CC)cc2)cc1 (configuration not stated)	81*	30	1	-7	-1	-12	0	28	65*
5	CN(C)c1nc(-c2ccccc2)ncc1S(=O)(=O)c1ccccc1	14	1	6	-6	-5	5	15	2.1	37
6	COc1cc(/C=N/N=C(/N)c2nonc2N)cc(Br)c1OCc1ccccc1C	35	17	9	3	3	1	17	3.1	22
7	CC1CCCCN1CCCNC(=O)c1ccc(Br)cc1 (configuration not stated)	-6	-6	7	21	-4	-17	-2	2.1	1
8	Cc1cc(C)c(S(=O)(=O)NCCCn2ccnc2)c(C)c1	-8	-4	-8	-2	-4	9	10	0.8	-4
9	Cc1cc(N(C)Cc2ccccc2)nc2cc(O)ccc12	-35	5	2	12	-2	16	2	7.7	10
10	COC(=O)c1ccc(OC)c(Cn2c(=O)n(C)c(=O)c3ccccc32)c1	18	-3	5	5	2	7	-1	3.3	0
11	COC(=O)C1=C(C)NC(=O)/C1=C\c1cc(C)n(-c2cc(C)cc(C)c2)c1C	2	-3	13	3	1	19	7	-1.4	10
12	CC1(C)CC(=O)C(C=NCCN2CCN(CCc3ccccc3)CC2)=C(O)C1	0	0	0	17	1	-12	-20	0.4	-7
13	CCOC(=O)Cn1nnnc1C	15	0	-2	-11	-4	5	1	0.0	-8
14	COCCCN1CN=C(Nc2nc3ccccc3o2)NC1	7	-1	-3	-13	0	-6	-12	2.2	-5
15	Cn1c2ccccc2c2cnn(CC(=O)Nc3cccc(F)c3)c(=O)c21	12	-3	-4	-5	-2	-8	20	0.7	6
16	Cc1ccc(O)c(-c2cc(C(=O)NCc3ccc4c(c3)OCO4)[nH]n2)c1	2	0	-5	45*	-4	-14	11	4.6	8
17	Cc1cccc(C)c1OC(=O)CN1C(=O)c2ccccc2C1=O	0	-3	-2	-5	-1	0	-1	1.8	-5
18	Cc1ccc(CNC(=O)c2ccc(S(=O)(=O)N(C)C)cc2)n1C	1	-1	0	17	-2	-3	18	-0.2	5
19	CCn1nc(C)c(CNC(=O)c2cc(COc3ccccc3SC)on2)c1C	-2	0	-7	2	6	19	-1	2.9	4
20	CN(CC1CCN(CCc2cccc(C(F)(F)F)c2)CC1)C(=O)c1ccccc1	9	-3	3	9	-1	-13	15	2.1	1
21	CN(c1ccccc1)c1ccc(/C=C(\C#N)c2nnc3n2CCCCC3)cc1[N+](=O)[O-]	66*	-2	9	8	-4	15	31	1.1	34
22	CC(C)Cc1ccc(S(=O)(=O)N2CCN(c3ccccn3)CC2)cc1	2	-8	-6	12	1	-7	8	0.7	-9
23	Cc1cccc(N(CC(=O)NCCc2ccccc2)C(=O)CCC(=O)Nc2ccccn2)c1C	17	0	1	-2	1	22	6	-0.7	3
24	Cc1ccc(NC(=O)c2ccccc2OCC(=O)Nc2cccc(Cl)c2C)nc1	3	-4	x	3	-5	17	x	0.3	x
25	CCOC(=O)N1CCN(Cc2nc3c(c(=O)n(C)c(=O)n3C)n2Cc2ccccc2)CC1	11	-2	-5	-3	-3	0	0	0.2	3
26	OC(COC(c1ccc(F)cc1)c1ccc(F)cc1)CN1CCCC1 (configuration not stated)	-12	-2	5	6	-1	11	6	0.8	-4
27	O=C(CSc1ccsc1[N+](=O)[O-])N1CCCCCC1	-29	-1	1	15	-2	20	3	-1.9	-12
28	CN(CC(=O)Nc1cccc(F)c1)C(=O)CCC1CCCCC1	10	2	7	4	3	26	5	1.6	6
29	COC(=O)[C@@H](N)CS	7	-7	2	9	-5	0	5	-0.1	9
30	O=C(NCCN1CCOCC1)c1c(O)nc2ccccn2c1=O	10	-5	-2	13	-1	6	14	2.4	-7
31	O=C(Nc1ccccc1)N1CCCN(Cc2ccccc2F)C1	-1	-4	11	-22	0	15	11	-3.4	-9
32	COCCN(C(=O)COC(=O)c1ccc(C)s1)c1c(N)n(Cc2ccccc2)c(=O)[nH]c1=O	19	-4	-7	13	-4	16	3	-0.3	-7
33	O=C(Nc1ccccc1F)C1CCN(C(=O)NC2CCCCC2)CC1	1	-7	-25	-22	-3	-5	-1	-0.3	-6
34	Cc1c(C(=O)N2CCC(N3CCSCC3)CC2)oc2c(F)cccc12	-25	-2	-7	-10	-4	9	6	1.0	47*
35	CC1CCCN(C(=O)c2ccc3c(c2)OCCO3)C1 (configuration not stated)	30	0	-4	13	-3	14	-5	1.9	-9
36	COc1ccc2ccc(O)c(CN(C)CC(=O)Nc3ccccc3C(F)(F)F)c2c1	17	-6	-1	3	-3	13	-1	1.4	2
37	CCCNC(=O)C12CCC(C)(c3nc4cc(C)c(C)cc4nc31)C2(C)C (configuration not stated)	8	-3	-2	-18	-2	41	5	0.1	4
38	COc1cc(C)c(C(=O)Oc2cc(C)c(C(=O)O)c(O)c2C)c(O)c1C(=O)O	-9	2	3	-49	1	8	-5	-1.7	-3
39	COc1ccc(CCNS(=O)(=O)c2cccc([N+](=O)[O-])c2)cc1OC	10	-5	-13	12	2	-3	-4	-0.7	-1
40	COCCN(Cc1ccccc1)C(=O)c1ccc2c(c1)NC(=O)CS2	7	-3	-1	6	-1	9	7	0.8	-6
41	CCC1CCCCN1CCCNC(=O)Cn1ncc2c([nH]c3ccc(C)cc32)c1=O (configuration not stated)	27	-3	0	24	-6	6	8	2.6	-5
42	O=C(NN1CCOCC1)c1cccc(Br)c1	-6	3	-9	-8	-3	20	2	1.6	2
43	Cc1ccc2c(c1)-c1c(ssc1=S)C(C)(C)N2C(=O)c1ccco1	57*	2	19	30	-7	36	32	0.1	35
44	COc1ccc(Cn2c(O)c(C=Nc3ccc(C)cc3)c3ccccc3c2=O)cc1	0	-1	1	-1	-4	7	17	1.7	-3
45	CCCN(CC(=O)Nc1ccccc1C)C(=O)CCCOc1ccc(Br)cc1	9	-1	3	-13	-2	23	6	2.2	12
46	CCc1ccc2c(c1)cc(CN(C(=S)Nc1ccc(Cl)cc1)C1CC1)c1nnnn12	23	-2	-4	10	-6	-2	6	-0.8	22
47	CCCCOc1c(Br)cc(/C=C2\N=C(C)OC2=O)cc1OCC	-4	2	1	21	1	47	-7	0.5	-4
48	Cc1ccc(-c2c(C#N)c(N)nc3c2CCCCCC3)o1	1	-2	11	-15	-6	2	-9	-1.5	25
49	CCN(CC)C(=O)c1[nH]cnc1C(=O)N[C@@H](Cc1ccccc1)C(=O)OC(C)(C)C	32	-1	0	8	-3	31	3	-2.1	-18
50	O=C(CCSc1nc2cc(Cl)ccc2o1)N1CCOCC1	31	-2	-4	-8	-3	5	7	-0.1	2
51	Cc1nn2c(-c3ccc(S(=O)(=O)N4CCN(C)CC4)o3)nnc2c2ccccc12	38	5	-3	3	1	-1	-7	2.8	-7
52	COc1ccc2nc3oc(C(=O)N4CCN(c5cccc(C(F)(F)F)c5)CC4)cc3cc2c1	26	-1	-2	2	-1	6	11	-0.2	40
53	CCOc1ccc(N2C(=O)/C(=C/c3ccc(C)o3)N(C)C2=S)cc1	-8	-1	3	-2	1	32	13	1.8	8
54	COc1cccc(CN(Cc2ccccc2F)S(=O)(=O)c2ccc(S(=O)(=O)NCc3ccccc3)cc2)c1	52*	0	9	7	-4	-11	-5	-0.3	39
55	O=C(CCCN1C(=O)C2CCCCN2C1=O)N1CCN(c2ccc([N+](=O)[O-])cc2)CC1 (configuration not stated)	13	3	11	3	-2	19	7	-2.3	-5
56	O=c1n(Cc2ccc(Cl)cc2)c2sc3c(c2c2ncnn12)CCCC3	30	4	-13	16	-2	68*	10	-1.9	3
57	CCC(c1nnnn1Cc1ccc(F)cc1)N1CCN(C2CCCCC2)CC1 (configuration not stated)	0	-2	-2	4	-2	3	26	-1.2	23
58	Cc1ccc(NP(=O)(c2ccc(N(C)C)cc2NC(=O)c2cccs2)N2CCOCC2)cc1 (configuration not stated)	10	-1	4	-21	-3	21	14	1.5	14
59	Cc1nn2c(=O)cc(CSc3ccccc3NC(=O)c3ccccc3F)nc2s1	-1	-5	2	-19	-1	31	11	-2.5	1
60	COc1ccc(NC(=O)CN(C)C(=O)C2(c3ccccc3)CCCC2)cc1	16	-2	3	-6	1	32	5	-1.0	-2

New compounds follow
entry	molecule	Mdm2-MdmX inh	XBP1 UPR activ	CXCR6 block	APJ antag	APJ ag	tim23-1 inh	CCR6 antagonist	CHOP UPR activ	EBI2 antag
61	COc1ccc(/C(O)=C2\C(=O)C(=O)N(Cc3ccco3)C2c2cc(OC)ccc2OC)cc1 (configuration not stated)	2	2	-7	-8	2	12	-4	0.1	-4
62	CCN(c1ccccc1)S(=O)(=O)c1ccc(NC(=O)C(C)(C)C)cc1	-29	-2	-6	0	-5	19	-8	-1.1	0
63	COc1ccc(CNc2ncc(-c3ccc(F)cc3)n2C)cc1OC	12	-1	15	-3	-8	7	13	-1.8	11
64	COC(=O)CSc1nnc([C@H](CC(C)C)NC(=O)OC(C)(C)C)o1	-26	2	3	-12	-1	6	5	-0.2	-3
65	COc1ccccc1C(=O)N/C(=C/c1ccccc1)C(=O)Nc1ccc(C(=O)O)cc1	-2	-5	6	1	-3	2	11	0.9	-3
66	COC(=O)/C(N=Nc1cccc(C(F)(F)F)c1)=C(\C)O	5	2	4	-12	-2	15	15	-1.2	3
67	COc1ccc(S(=O)(=O)NC2CC2)cc1-n1cnnn1	-6	-2	-5	-26	14*	19	7	-0.7	-6
68	Cn1ccnc1SCC(=O)Nc1cccc(O)c1	4	0	1	-6	1	29	8	1.4	-1
69	c1ccc(-c2noc(CN3CCN(c4cnccn4)CC3)n2)cc1	2	-2	-5	-1	-1	3	1	1.0	-2
70	CC(=O)c1ccc(NC(=O)C(C)N(C)CC(=O)Nc2ccccc2Cl)cc1 (configuration not stated)	16	-3	4	4	-4	7	15	-2.1	1
71	Nc1ccc2c(C(F)(F)F)cc(=O)oc2c1	2	-1	-10	18	0	22	-9	-2.3	-14
